Screening data (PubChem)
Rac1 mut GTP: human Rac1 activated mutant GTP binding change; GST-Rac1 activated beads, fluorescent GTP binding, flow cytometry; actives lie on both sides; 100% means binding = to untreated wells; percent activity (GTP binding), % at 10 µM; 0.11% of 190,000 active; AID 764;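 active means GTP binding at least 20 percentage points away from the 100% baseline, in either direction, so actives lie on both sides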
Pf gamet viab: kills late stage P. falciparum gametocytes; P. falciparum stage V gametocytes, ATP luminescence, 24 h; inhibition, % at 10.9 µM; 0.065% of 150,000 active; AID 743093;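 active means inhibition above the mean plus 3 SD of compounds within the control limits, set per campaign, cut at about 38% in these data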;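 further: 0% = DMSO wells and 100% = medium only without gametocytes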
Cdc42 wt GTP: changes GTP binding to wildtype human Cdc42 | P60953 | GST-Cdc42 beads, Bodipy-GTP binding, flow cytometry; actives lie on both sides | percent activity (GTP binding), % at 10 µM | 0.2% of 190,000 active;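 active means percent activity GTP binding at least 20 points away from the 100% baseline, either down as inhibitor or up as activator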;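 further: median bead fluorescence of bound Bodipy-FL-GTP at 100 nM; 0% = excess unlabeled GTP control and 100% = no compound control; below 100% means less GTP binding so inhibitor and above means activator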
Target sequence (P60953 whole entry, looked up): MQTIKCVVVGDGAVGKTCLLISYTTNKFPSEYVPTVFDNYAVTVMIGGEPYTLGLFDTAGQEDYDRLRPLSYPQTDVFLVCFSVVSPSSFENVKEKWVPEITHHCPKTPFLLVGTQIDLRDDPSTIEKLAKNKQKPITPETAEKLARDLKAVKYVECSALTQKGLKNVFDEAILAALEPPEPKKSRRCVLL
Avidin fluor: compound fluoresces at 488/530 nm on avidin beads | compound fluorescence 488/530 nm, flow cytometry; hits give high values | fluorescence (KMESF) at 10 µM | 0.38% of 220,000 active | AID 1775; in the data active means fluorescence above about 47; further: inactives centre near 10
HRas wt GTP bind: changes GTP binding to wildtype human HRas; GST-Ras wt beads, Bodipy-FL-GTP binding, flow cytometry; actives lie on both sides; 0.14% of 190,000 active; GTP binding activity, % at 10 µM; P01112;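 active means GTP binding activity at least 20% away from the 100% baseline, either lowered as inhibitor or raised as activator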;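 further: 0% = unlabeled GTP competition control and 100% = no-compound control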
Target sequence (P01112 whole entry, looked up): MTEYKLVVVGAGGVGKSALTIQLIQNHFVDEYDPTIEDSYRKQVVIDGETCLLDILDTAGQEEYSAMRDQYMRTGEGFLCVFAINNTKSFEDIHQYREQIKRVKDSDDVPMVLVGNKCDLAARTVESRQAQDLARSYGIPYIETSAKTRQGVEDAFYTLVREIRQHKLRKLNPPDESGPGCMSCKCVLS
GSH bead fluor: GSH bead compound fluorescence profile. 0.25% of 190,000 active. GSH beads flow cytometry, compound fluorescence 488/530 nm; hits give high values. AID 1776. fluorescence (KMESF) at 10 µM; in the data active means fluorescence above about 89;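 further: glutathione beads carrying GST-tagged Bcl family fusion proteins plus one bare bead set; values are compound well signal with DMSO vehicle wells as background; inactives centre near 16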
Rab7 wt modul: modulators of GTP binding to dog Rab7 wildtype GTPase. GTP binding activity (percent of control), % at 10 µM. GST-Rab7 beads, fluorescent GTP binding, flow cytometry; actives lie on both sides; untreated = 100%, excess cold GTP = 0%. 0.055% of 190,000 active;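 active means fluorescent GTP binding to Rab7 beads changed by at least 20 points from the 100% baseline, either direction, mostly lower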;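 further: median green fluorescence of bound Bodipy-FL-GTP per Rab7 bead population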
Rac1 wt modul: alters GTP binding to wildtype human Rac1; P63000; GST-Rac1 beads, fluorescent GTP binding, flow cytometry; actives lie on both sides; 0 = cold GTP competed, 100 = untreated; GTP binding activity (% of control), % at 10 µM; 0.27% of 190,000 active;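 active means GTP binding activity at least 20 points away from the 100% control level, either lower or higher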
Mcl1 Bid PPI: disrupts binding of human Mcl-1 to Bid peptide. Q07820. inhibition, % at 21.7 µM. AID 1021. 0.97% of 220,000 active. TR-FRET Mcl-1/Bid-Dy647 peptide binding, 1536-well;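 active means compounds that cut the binding signal by more than half at the single screening dose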;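 further: His-tagged Mcl-1 with europium anti-His antibody binding Bid BH3 peptide; 0% = Mcl-1 plus peptide wells and 100% = peptide-only wells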
Target sequence (Q07820 whole entry, looked up): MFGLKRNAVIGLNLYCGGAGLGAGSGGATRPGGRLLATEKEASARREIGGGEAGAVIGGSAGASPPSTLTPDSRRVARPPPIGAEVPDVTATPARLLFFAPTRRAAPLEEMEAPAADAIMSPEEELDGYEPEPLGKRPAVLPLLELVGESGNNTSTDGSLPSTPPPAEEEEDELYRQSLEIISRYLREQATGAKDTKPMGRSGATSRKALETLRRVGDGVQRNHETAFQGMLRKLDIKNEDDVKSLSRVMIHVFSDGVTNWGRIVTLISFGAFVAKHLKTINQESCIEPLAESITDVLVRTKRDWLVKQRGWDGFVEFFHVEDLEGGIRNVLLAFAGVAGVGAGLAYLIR
Rab2A wt mod: changes GTP binding to wildtype dog Rab2A, up or down | GST-Rab2 wt beads, Bodipy-GTP binding, flow cytometry | GTP binding activity, % at 10 µM | 0.19% of 190,000 active;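 active means GTP binding activity at least 20 points away from 100%, either lowered or raised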;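 further: 0% = beads with excess unlabeled GTP and 100% = no-compound control corrected for plate trend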
Mcl1 Noxa PPI: Mcl-1/Noxa interaction inhibition. Q07820. TR-FRET Mcl-1/Noxa peptide binding, 2 h. inhibition, % at 21.7 µM. 1.5% of 220,000 active. AID 1022;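 active means compounds that cut the protein-peptide binding signal by more than 50% relative to plate controls in a single-dose test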;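 further: His-tagged Mcl-1 with rhodamine Noxa BH3 peptide and terbium anti-His antibody; 0% = Mcl-1 plus Noxa peptide wells and 100% = peptide-only wells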
Numbers without * were called inactive; x = no result given.

SMILES	Rac1 mut GTP	Pf gamet viab	Cdc42 wt GTP	Avidin fluor	HRas wt GTP bind	GSH bead fluor	Rab7 wt modul	Rac1 wt modul	Mcl1 Bid PPI	Rab2A wt mod	Mcl1 Noxa PPI
Cc1ccc(-n2c(=O)c3sccc3n(Cc3cc(=O)n4cc(Cl)ccc4n3)c2=O)cc1F	102	-25	103	2	101	6	103	105	-2	99	-4
C=CCn1c(C(C)NC(=O)c2ccccc2C)n[nH]c1=S (centres undefined)	97	27	99	3	97	14	100	100	-10	102	21
Cc1ccc(NS(=O)(=O)c2ccc(CCC(=O)NCCCOC(C)C)cc2)cc1	95	x	96	2	95	10	95	101	-6	96	-3
O=C1N(Cc2cccnc2)C[C@@H]2C[C@@H](c3ccc4nsnc4c3)N3CCC[C@@]123	95	-13	98	6	97	18	103	95	-63	100	0
Cc1ccc(S(=O)(=O)NNC(=O)C2CC=CCC2C(=O)O)cc1 (centres undefined)	96	-6	99	11	99	13	93	98	-24	98	5
O=C(NCC(=O)N(CCc1ccccc1)C(C(=O)NC1CCCCC1)c1ccncc1)c1ccco1 (centres undefined)	99	x	104	13	102	61	100	106	-4	100	11
CC(=O)Nc1cccc(/C(C)=N/NC(=O)c2ccc(CN3CCOCC3)cc2)c1	95	18	94	7	95	10	101	99	9	100	2
O=S(=O)(NC1CCCC1)c1ccc(S(=O)(=O)N2CCN(c3ccccc3)CC2)cc1	96	-13	97	5	98	34	104	99	5	98	-4
COc1ccc(C(NC(=O)N2CC(C)OC(C)C2)C(Cl)(Cl)Cl)cc1F (centres undefined)	97	x	97	12	95	12	97	99	2	95	-6
O=S(=O)(c1ccccc1)c1nc(Nc2ccccc2N2CCOCC2)sc1Cl	100	x	99	15	102	35	101	103	-10	103	20
Cc1ccccc1-n1nc2c(c1NC(=O)c1ccc(S(=O)(=O)N(C)C)cc1)CSC2	92	7	105	17	94	17	89	114	-15	93	-11
CC1CC(=O)Nc2ccccc2N1S(=O)(=O)c1ccccc1 (centres undefined)	97	8	98	6	99	67	99	97	-21	99	4
CC(N=Cc1ccccc1O)c1ccccc1 (centres undefined)	100	3	102	22	98	26	98	99	9	99	9
O=C(CC1NC(=O)NC1=O)NC1(C(=O)NC2CCCCC2)CCCCC1 (centres undefined)	98	9	103	34	102	24	100	107	-9	102	-3
Fc1ccccc1-c1csc(=Nc2cccnc2)n1CCCn1ccnc1	100	1	104	17	100	10	101	105	-20	101	8
COc1cccc(NC(=S)N2CCc3cc(OC)c(OC)cc3C2COc2ccc3c(C)cc(=O)oc3c2)c1 (centres undefined)	99	x	97	10	97	10	99	100	-11	98	19
CCOC(=O)c1ccc(NC(=O)Nc2ccc(S(N)(=O)=O)cc2)cc1	93	x	97	10	97	30	96	95	0	95	13
O=S(=O)(Cc1cccc(F)c1)c1c[nH]c2ccccc12	100	x	106	6	103	25	103	110	-3	104	-8
CCOc1ccc(C2CC(=O)NC(SC)=C2C#N)cc1 (centres undefined)	103	x	105	8	101	20	101	111	-12	104	-3
COc1ccc(-c2c(=O)n(OCc3ccccn3)c3ccccc3[n+]2[O-])cc1OC	99	x	100	37	100	27	99	106	-20	99	54*
CCOC(=O)c1c(C)c(C(=O)NC(C)COC)c(C)n1C (centres undefined)	98	14	102	8	101	35	102	102	-29	101	1
Cc1nc2ncnn2c(C)c1CCC(=O)Nc1csc(N)n1	98	-2	97	27	98	20	96	99	-9	99	7
CN1c2ccccc2C2(C)CCCC3=Cc4cc([N+](=O)[O-])cc([N+](=O)[O-])c4OC312 (centres undefined)	100	x	101	11	101	11	101	103	-21	101	-24
O=S(=O)(c1ccc(-c2csc(-c3cccnc3)n2)cc1)N1CCCCC1	97	11	98	32	95	21	96	96	-11	92	0
COc1ccc(-n2nnnc2SCC(=O)NNC(=O)c2ccc([N+](=O)[O-])cc2)cc1	98	x	103	16	99	11	95	103	4	98	2
CC(C)(C)NC(=O)Cn1c(Cl)nc2ccccc21	96	-15	99	11	99	12	102	100	-34	99	-6
CC(=O)Nc1cc2c(ccc3ccccc32)oc1=O	101	-10	100	9	103	13	106	108	-4	102	-8
Cc1ccc2oc(=O)c3cnn(CC(=O)NCCN4CCOCC4)c3c2c1	99	x	106	5	102	14	98	108	-28	99	-4
CC(C)c1ccc(/C=N/NC(=O)CC(=O)NC2CCCCC2)cc1	96	x	99	13	97	11	99	102	-19	98	20
Cc1cccc(NC(=O)NC(C)C(c2ccccc2)N2CCN(C)CC2)c1 (centres undefined)	98	13	103	9	99	68	108	103	6	105	7
CCn1c(N2CCN(C(=S)NC)CC2)nc2ccccc21	102	-43	106	36	103	13	101	109	-29	102	6
COc1nc(N2CCCCCC2)nc(N2CCCCCC2)n1	95	-20	99	14	98	36	95	97	26	97	13
CCCCOC(=O)Nc1nnc(CCOCC)s1	96	x	102	39	101	29	102	98	-1	101	9
NS(=O)(=O)c1ccc(CCNC(=O)COC(=O)CN2C(=O)C3CCCCC3C2=O)cc1 (centres undefined)	95	15	99	12	98	11	101	98	-5	97	11
Cc1c(C(=O)O)nnn1-c1nonc1N	97	7	98	10	97	18	97	96	-17	97	10
COc1nn(C(C)C(=O)N2N=C(C(F)F)CC2(O)C(F)F)cc1[N+](=O)[O-] (centres undefined)	101	1	103	20	103	21	100	105	-10	103	-9
Cc1ccccc1C(=O)N/N=C/c1ccsc1C	102	3	102	7	103	10	101	103	-15	103	-7
CCCCCCCCCc1nc2sc3c(c2c(=O)n1NC(=O)c1ccccc1[N+](=O)[O-])CC(C)(C)OC3	93	x	96	19	92	8	94	95	-10	91	12
O=C(c1cccnc1)N1CCN(Cc2cccc(Br)c2)CC1	102	x	103	8	99	4	96	103	19	98	27
COc1ccc(-n2nc3c(c2NC(=O)c2c(-c4ccccc4Cl)noc2C)CS(=O)(=O)C3)cc1	98	x	102	5	102	21	100	102	2	102	11
O=C(C/C=N\OCc1ccc([N+](=O)[O-])cc1)Nc1ccc(Cl)cc1	92	6	91	11	92	14	92	91	-10	93	3
O=[N+]([O-])c1cccc(-c2ccc(SCc3cccnc3)nn2)c1	92	-4	96	10	97	24	103	95	-13	97	22
O=C(Oc1cccc(NC(=O)c2ccco2)c1)c1ccc(Br)c(S(=O)(=O)N2CCCCC2)c1	97	13	104	9	99	12	100	100	-1	100	-4
COc1ccc(/C(N)=N/OC(=O)c2ccc(C)c([N+](=O)[O-])c2)cc1OC	99	x	100	5	101	60	98	103	1	100	18
Cc1onc(-c2ccccc2Cl)c1C(=O)N1CCN(c2ncccn2)CC1	95	-14	94	12	95	9	97	98	4	98	-6
Cc1ccc(-c2csc(C3C(N)=NC(S)=C(C#N)C34CCCCC4)n2)cc1 (centres undefined)	99	-35	103	7	100	12	105	107	-69	101	11
CCSc1nc(C)c(C(C)=O)cc1C#N	98	x	103	22	99	25	101	102	2	100	18
CC(=O)N1CCN(C(=O)c2cc(S(=O)(=O)Nc3ccc(S(C)(=O)=O)cc3)ccc2Cl)CC1	96	x	99	9	100	15	105	102	-27	102	3
CCCSC1=N/C(=C\C=C\c2ccco2)C(=O)S1	100	x	104	8	104	9	105	112	5	105	76*
NCCCCCc1nnc(SCC(=O)Nc2cccc(Cl)c2)o1	101	17	104	6	104	71	100	100	-14	104	-6
COc1ccc(NC(=O)Cn2nc(C(F)(F)F)c3c2CCCC3)c(OC)c1	92	12	97	12	99	31	96	94	-8	96	-3
CNS(=O)(=O)c1ccc(N2CCCC2)c([N+](=O)[O-])c1	91	2	92	9	94	12	105	90	-28	96	-7
COc1cccc(-n2c(Cc3cc(=O)[nH]c(=O)[nH]3)nnc2SCc2cccnc2)c1	103	x	109	7	104	12	100	111	-29	107	2
CCC(C)(C)NC(=O)COc1ccc(C(=O)c2ccccc2)cc1	95	2	95	19	97	12	104	97	6	98	13
Cc1nnc(SCC(=O)NC(C)(C)C)n1C1CCCCC1	99	9	100	3	99	8	99	100	-19	97	29
Nc1nc(-c2ccco2)nn1C(=O)c1ccc(F)cc1	98	-5	94	10	99	20	91	99	-21	97	18
Cc1ccc(C)c(S(=O)(=O)NCC(=O)Nc2sc3c(c2C(N)=O)CCC(C)C3)c1 (centres undefined)	96	-13	99	4	97	31	94	95	-15	95	13
